AHR act: activators of human aryl hydrocarbon receptor; AHR-responsive luciferase reporter cells, luminescence; activation, % at 5 µM; 320,000 compounds, 2.5% hits; AID 2796; in the data active means activation above about 47%;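 further: 0% = vehicle wells and 100% = reference agonist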
Target sequence (P35869 whole entry, looked up): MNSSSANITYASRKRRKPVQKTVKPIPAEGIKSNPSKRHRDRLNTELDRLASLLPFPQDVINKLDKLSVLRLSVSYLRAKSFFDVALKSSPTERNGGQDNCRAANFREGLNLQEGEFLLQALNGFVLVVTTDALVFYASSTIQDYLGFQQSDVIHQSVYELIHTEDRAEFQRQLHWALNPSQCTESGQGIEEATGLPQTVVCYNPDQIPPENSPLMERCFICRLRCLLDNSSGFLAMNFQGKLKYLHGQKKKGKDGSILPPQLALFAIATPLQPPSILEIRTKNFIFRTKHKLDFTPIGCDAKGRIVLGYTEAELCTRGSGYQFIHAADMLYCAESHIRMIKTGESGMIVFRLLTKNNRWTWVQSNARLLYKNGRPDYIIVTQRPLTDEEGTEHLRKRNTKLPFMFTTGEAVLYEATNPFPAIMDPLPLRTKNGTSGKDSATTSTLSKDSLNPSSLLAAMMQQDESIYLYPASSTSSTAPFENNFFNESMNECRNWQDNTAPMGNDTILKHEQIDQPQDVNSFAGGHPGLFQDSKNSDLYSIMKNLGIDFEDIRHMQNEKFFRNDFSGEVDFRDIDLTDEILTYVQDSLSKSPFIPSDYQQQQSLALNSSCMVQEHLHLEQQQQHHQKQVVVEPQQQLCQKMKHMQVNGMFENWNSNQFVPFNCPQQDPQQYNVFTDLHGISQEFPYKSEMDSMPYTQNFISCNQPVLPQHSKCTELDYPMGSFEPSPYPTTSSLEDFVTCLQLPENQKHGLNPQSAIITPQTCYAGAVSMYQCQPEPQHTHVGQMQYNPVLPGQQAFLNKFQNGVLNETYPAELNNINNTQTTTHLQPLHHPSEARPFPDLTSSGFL
AGP1-GFP MLPCN: alters AGP1-GFP fluorescence in TOR pathway yeast screen. GFP response vs DMSO, % at 10 µM. S. cerevisiae AGP1-GFP multiplex flow cytometry, 3 h; GFP as percent of DMSO wells. 320,000 compounds, 0.02% hits;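 active means GFP response relative to DMSO above a set limit, near screen average plus 3 SD, cut at about 150% in these data; inconclusive means fewer than 70 cells counted for the yeast strain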;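 further: median GFP channel fluorescence of the gated AGP1 strain per well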
Efflux pump inh: blocks antifungal efflux pumps in multiplex yeast assay | AID 485275 | S. cerevisiae Candida pump triplex, Nile Red efflux | 330,000 compounds, 0.44% hits | inhibition, % at 10 µM;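 active means plate passing quality check with inhibition over a set limit, or well fluorescence over plate mean plus 4 SD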;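 further: Nile Red retained in pooled yeast measured as flow cytometry median fluorescence; 0% = buffer negative control and 100% = Enniatin B positive control; higher means more Nile Red kept so more efflux inhibition; some compounds called inactive have numbers as strong as hits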
CIT2 TOR yeast: modulators of TOR pathway CIT2-GFP in S. cerevisiae | GFP response vs DMSO, % at 10 µM | S. cerevisiae CIT2-GFP strain, flow cytometry, 3 h; 100 means same as DMSO wells | AID 2029 | 320,000 compounds, 0.065% hits;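 active means GFP response relative to DMSO above a set limit, near the screen mean plus 3 SD, cut at about 150% in these data; inconclusive means Fewer than 70 cells measured for a yeast strain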;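 further: ratio of well median GFP fluorescence to mean of DMSO wells on the plate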
RPL19A TOR yeast: alters RPL19A-GFP fluorescence in TOR pathway yeast screen. percent response vs DMSO, % at 10 µM. 330,000 compounds, 0.3% hits. S. cerevisiae RPL19A-GFP strain, flow cytometry, 3 h; stronger effect = lower value;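 active means percent response vs DMSO below 50%; inconclusive means fewer than 70 events counted for the yeast strain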;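 further: median channel GFP fluorescence of the barcoded RPL19A-GFP strain; ratio of sample median GFP to plate DMSO average so 100% = DMSO; lower means less RPL19A-GFP as with rapamycin TOR inhibition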
LAP4 TOR yeast: alters LAP4-GFP fluorescence in TOR pathway yeast screen | S. cerevisiae LAP4-GFP multiplex, flow cytometry GFP, 3 h; median GFP as percent of DMSO wells | GFP response vs DMSO, % at 10 µM | 320,000 compounds, 0.34% hits | AID 2023;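 active means GFP response vs DMSO above a set limit, about the screen mean plus 3 SD, cut at about 150% in these data; inconclusive means under 70 cell events counted for the yeast strain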
CR mimetic SO: caloric restriction mimetics inhibiting age-related superoxide in yeast; 330,000 compounds, 0.18% hits; superoxide response (% of plate mean), % at 10 µM; S. cerevisiae aged cells, superoxide DHE fluorescence; stronger effect = lower value; AID 2690;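 active means superoxide response under a set limit, about three screen SD below normal, cut at about 65% in these data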;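 further: yeast aged for seven days with compound at 30 °C before DHE staining; 100% = average MFI of all compound-treated wells on the plate with controls excluded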
MEP2 TOR yeast: alters MEP2-GFP fluorescence in TOR pathway yeast screen; S. cerevisiae MEP2-GFP strain, flow cytometry GFP, 3 h; 100% = DMSO control level; AID 2016; 330,000 compounds, 0.51% hits; GFP response vs DMSO, % at 10 µM;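 active means GFP response versus DMSO above a set limit, roughly screen mean plus 3 SD, cut at about 180% in these data; inconclusive means fewer than 70 cells counted for a yeast strain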;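 further: median GFP fluorescence of the barcode-gated MEP2-GFP cells per well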
Starred values were filed as active, the others as inactive; ? = inconclusive; · = no result given; [ ] = another dose, or the depositor's remark.

SMILES	AHR act	AGP1-GFP MLPCN	Efflux pump inh	CIT2 TOR yeast	RPL19A TOR yeast	LAP4 TOR yeast	CR mimetic SO	MEP2 TOR yeast
O=C(Nc1ccccc1Br)c1ccccc1-c1ccccc1	2	91	0.3	89	93	88	85	103
O=C(Nc1ccccc1)c1ccccc1NC(=O)C(F)(F)F	1	95	-0.3	114	102	99	95	104
CCC(C)NC(=O)c1ccc(NC(=O)C2=C(C)OCCS2)cc1 (configuration not stated)	-2	101	0.0	101	108	94	109	109
O=C(NCCC1=CCCCC1)c1ccc(Cl)c(S(=O)(=O)N2CCCCC2)c1	7	96	0.3	104	96	98	89	104
NC(=NC(=O)c1ccccc1)N1CCOCC1	2	95	0.1	93	95	92	104	94
COC(=O)CCNC(=O)Cn1cnc2sc3c(c2c1=O)CCCC3	0	111	-0.1	103	110	108	92	103
O/N=C/c1ccc(OCC(O)COc2ccc(/C=N/O)cc2)cc1	5	106	0.2	98	101	100	105	103
CC1CCCC(C(=O)O)N1C(=O)CCSC(=O)c1ccccc1 (configuration not stated)	0	98	-0.1	92	94	94	105	92
Cc1ccccc1CSCCC(=O)NCCC1=CCCCC1	1	104	-0.5	96	102	98	87	96
O=C(COC(=O)c1cccc(O)c1)c1ccccc1	-4	104	0.1	98	96	103	108	99
CCC(C)NC(=O)CC(NS(=O)(=O)c1ccc(C)cc1)c1ccc(OC)cc1 (configuration not stated)	0	101	-0.1	106	103	95	113	97
COc1ccc(-c2cc(C(=O)N3CCN(c4cccc(C)c4C)CC3)c3ccccc3n2)cc1OC	32	101	0.0	90	96	112	103	100
O=C1OC(C(=O)Nc2ccccc2)Cc2ccccc21 (configuration not stated)	15	91	0.1	87	101	99	118	105
O=C(CSc1nnc2ccccn12)c1ccc2c(c1)OCCO2	25	109	-0.2	105	98	106	86	116
O=S(=O)(/N=C(/Nc1cccc2ccccc12)c1ccccc1)c1ccc(F)cc1	20	108	-0.2	112	104	104	86	119
CCOc1ccccc1Nc1nc(N)nc(CSc2nccc(C)n2)n1	81*	97	0.1	97	100	102	102	96
Cc1ccc(S(=O)(=O)N(C)C)cc1NC(=O)COC(=O)/C(=C/c1ccc(F)cc1)c1cccs1	5	105	-0.1	102	105	102	98	104
COc1ccc(N(CC(=O)N2CCN(Cc3ccccc3)CC2)S(C)(=O)=O)cc1OC	2	96	-0.2	98	96	96	90	104
COCCn1cnc2c1c(=O)n(Cc1ccc(Br)cc1)c(=O)n2Cc1ccccc1	-2	85	-0.1	90	91	83	109	103
CCc1cccc(NC(=O)CCc2nc(-c3cccs3)no2)c1	4	97	0.3	102	103	94	117	104
COc1ccc(CNC(=O)C2CCCN2S(=O)(=O)c2ccc(F)cc2)cc1 (configuration not stated)	4	104	-0.1	106	97	108	97	107
O=C(NC(=S)NC1CCSC1=O)c1cccc([N+](=O)[O-])c1 (configuration not stated)	31	98	3.9	100	100	105	108	109
CCN(CC)c1ccc2cc(C(C)=O)c(=O)oc2c1	5	·	-0.1	?	19*[may fluoresce violet]	106[may fluoresce violet]	99	311*[may fluoresce violet]
Oc1ccc(CNc2ccccc2F)c2cccnc12	5	103	0.2	100	102	91	91	102
CCOC(=O)N1CCN(Cc2nc3cc([N+](=O)[O-])ccc3n2CC)CC1	1	102	0.0	103	102	92	93	92
CC1(C)C(=O)OC(c2ccco2)C(C)(C)C1=O (configuration not stated)	3	98	0.1	95	100	106	97	100
CC(C)Cc1c(O)nc(SCC(=O)Nc2ccc3c(c2)CCC3)[nH]c1=O	29	114	0.0	109	108	108	109	112
O=C(NC(NCc1ccccn1)(C(F)(F)F)C(F)(F)F)c1ccco1	1	97	0.1	96	99	106	107	106
CCOc1ccc(NC(=O)CN(C)C(=O)c2ccncc2)cc1OCC	·	105	0.9	101	119	93	104	114
O=C(c1ccc(Cl)c(S(=O)(=O)N2CCCC2)c1)N1CCN(c2ccccc2)CC1	6	100	0.1	100	98	104	116	105
Cc1cccc2c(C(=O)N3CCN(c4ccccn4)CC3)cc(-c3cccc(Br)c3)nc12	16	79	0.2	90	100	110	96	99
CC(C)N(C)Cc1nnnn1CC(=O)N(C)Cc1cccc(Cl)c1	-1	97	0.1	101	101	91	104	106
CN(C(=S)Nc1cccnc1)c1ccc(O)cc1	6	86	0.1	76	88	87	104	82
CCc1ccc(C(=O)COC(=O)CNC(=O)c2cccs2)cc1	0	99	-0.1	95	98	100	92	109
O=C(Nc1ccc(S(=O)(=O)Nc2ncccn2)cc1)c1cnc(Cl)c(Cl)c1	18	103	-0.2	109	104	99	92	102
Cc1ccc(C(=O)O/N=C\c2ccc(N3CCCCC3)c([N+](=O)[O-])c2)cc1	-4	93	-0.1	93	98	111	104	101
CCOC(=O)c1cnc2c(c(C)nn2C)c1Oc1ccc(OC)cc1	3	110	0.2	97	97	109	89	103
CCc1c(C)sc(NC(=O)CN2CCN(C(=O)c3ccco3)CC2)c1C(=O)OC	-5	95	-0.1	97	100	120	102	128
C=CCCCCCCCCC(=O)NN	6	102	0.0	86	95	109	78	100
COc1ccc(CNC(=O)c2ccc(Cl)c(NC3=NC4CS(=O)(=O)CC4S3)c2)cc1 (configuration not stated)	1	95	0.1	87	97	89	122	93
Cc1ccc(S(=O)(=O)Oc2ccc(/C=N/NC(=O)c3ccncc3)cc2)cc1	4	102	-0.1	98	98	106	95	94
CC1(C)CC(=O)C(CC(=O)Nc2ccc(S(N)(=O)=O)cc2)=C(O)C1	-4	111	0.0	107	103	109	110	105
O=[N+]([O-])c1ccc(CSc2ncnc3c2ncn3[C@@H]2O[C@H](CO)[C@@H](O)[C@H]2O)cc1	-1	93	-0.1	83	107	109	99	103
Cc1cc(C(=O)NCc2nc(-c3ccccc3)no2)ccc1[N+](=O)[O-]	-2	102	-0.1	109	104	101	86	110
Cn1cccc1Cc1nnc(SCC(=O)N2CCOCC2)n1CCc1ccccc1	-2	99	-0.2	103	97	98	98	100
CCOc1ccc(CNC(=O)CS(=O)(=O)Cc2nc(-c3ccc(OC)cc3)oc2C)cc1	5	91	0.1	92	100	112	111	96
CCOCCCN(C)C1CCN(C(=O)c2oc3ccccc3c2NC(=O)c2ccc(F)cc2)CC1	-5	?	0.1	?	16*[may fluoresce violet]	66[may fluoresce violet]	94	168[may fluoresce violet]
CC1CCCN(C(=O)COC(=O)C2CCN(S(=O)(=O)c3ccc4c(c3)OCCO4)CC2)C1 (configuration not stated)	9	95	0.1	90	96	96	128	96
Cc1ccccc1C(=O)Nc1nnc(S(=O)(=O)N(C)Cc2ccco2)s1	-1	102	0.0	108	102	90	129	110
COC(=O)c1ccc(COc2ccc(/C=C/C(=O)c3ccc(OC)c(CSCC(=O)O)c3)cc2OC)cc1	4	95	1.7	98	103	98	87	94
O=C(CSc1ncn[nH]1)Nc1cccc(S(=O)(=O)N2CCCCCC2)c1	-2	100	0.1	97	101	98	107	104
CC1C(=O)N2CCCc3cc(S(=O)(=O)N4CCN(c5cccc(Cl)c5)CC4)cc1c32 (configuration not stated)	-1	105	-0.1	101	100	99	99	102
COc1ccc(OC)c(NC(=O)COC(=O)c2c3c(nc4ccccc24)CCCC3)c1	7	88	0.0	90	89	99	121	88
COc1cc(C(=O)OCC(=O)Nc2ccc(F)cc2F)cc(OC)c1OC	0	95	0.2	90	98	93	97	95
CCCCNC(=O)CSc1nc(N)c(C(=O)Nc2ccc(OC)cc2)s1	25	110	0.1	101	103	112	105	99
COc1cc(C(=S)N2CCCC2)ccc1OC(=O)c1ccc(Cl)cc1[N+](=O)[O-]	3	89	0.0	88	94	94	100	98
Cc1cc2cc(CN3C(=O)c4ccccc4C3=O)ccc2[nH]1	4	94	0.0	98	97	96	102	99
CNS(=O)(=O)c1cccc(C(=O)OCC(=O)C23CC4CC(CC(C4)C2)C3)c1	-1	110	-0.3	111	102	108	99	108
O=C(O)c1ccc2c(=O)n3c(nc2c1)/C(=C/c1ccc(Cl)c(Cl)c1)CC3	0	85	0.0	98	89	93	100	93
Cc1ccc(C2(c3ccccc3)NC(=O)N(CC(=O)N3CC(=O)Nc4ccccc43)C2=O)cc1C (configuration not stated)	0	111	0.2	100	103	109	100	102
Carrying on.
SMILES	AHR act	AGP1-GFP MLPCN	Efflux pump inh	CIT2 TOR yeast	RPL19A TOR yeast	LAP4 TOR yeast	CR mimetic SO	MEP2 TOR yeast
CCC(=O)N1CCCc2cc(S(=O)(=O)N3CCN(C4CCCCC4)CC3)ccc21	1	108	0.0	96	101	120	95	115
Cc1cnc(C(=O)N2CCCC(C(=O)c3cccc(OC(C)C)c3)C2)cn1 (configuration not stated)	8	77	-0.1	85	88	79	84	82
Cn1c(CNC(=O)CNS(=O)(=O)c2ccccc2)cc(=O)n(C)c1=O	0	114	-0.1	112	107	108	106	109
Cc1cccc(NC(=O)CSc2nc3ccccc3c(=O)n2C)c1	-10	97	0.0	92	99	98	90	106
CCOC(=O)c1sc(NC(=O)COc2ncnc3ccccc23)c(C(=O)OCC)c1C	-2	95	0.1	99	101	88	97	96
Clc1ccc2c(N3CCCC3)ccnc2c1	1	104	0.0	91	101	104	106	101
O=C(c1ccc(Oc2ccc([N+](=O)[O-])cc2Cl)cc1)N1CCCC1	-6	90	0.2	91	94	99	120	90
CC1CN(CC(=O)Nc2ccc([N+](=O)[O-])cc2Br)CC(C)O1 (configuration not stated)	-5	108	-0.1	102	101	96	105	105
O=C(NCCCCc1ccccc1)Nc1cccc(F)c1	2	83	-0.1	96	106	88	102	94
CC(c1ccco1)N(C(=O)c1ccc(Cl)s1)c1ccccn1 (configuration not stated)	-4	104	0.0	101	101	92	124	98
Cc1ccccc1Nc1nc(N)nc(COC(=O)c2ccc([N+](=O)[O-])o2)n1	1	102	0.0	100	103	99	157	97
CCn1nc(C(=O)OCC(=O)N2c3ccccc3CC2C)c2ccccc2c1=O (configuration not stated)	-1	105	0.0	95	102	100	86	106
CCCCC(O)(CCN1CCOCC1)c1ccc(Cl)cc1 (configuration not stated)	2	76	-0.2	82	97	100	94	106
CCc1ccc(NC(=O)C(=O)NCc2ccccn2)cc1	6	90	-0.1	83	88	84	89	71
O=C(N/N=C/c1cccc([N+](=O)[O-])c1)c1cccc(Br)c1	13	103	0.3	100	112	93	127	107
CCOc1ccc2nc(NC(=O)CCC(=O)c3cccs3)sc2c1	27	94	-0.2	99	96	91	92	97
Cc1nnc2sc(-c3csc4c3CCCC4)nn12	-1	84	0.0	102	99	94	112	123
Cc1csc(NC(=O)CSc2nnc(-c3ccncc3)n2C)n1	-1	101	-0.1	98	99	101	89	99
CCOC(=O)N1CCN(C(c2ccc(Cl)cc2)c2sc3nc(C)nn3c2O)CC1 (configuration not stated)	2	84	0.0	88	90	85	84	89
CCCn1cc(CN2CCc3ccc(NC(=O)C4CCCO4)cc3C2)c(C)n1 (configuration not stated)	5	100	0.0	95	96	99	118	100
CCCCNC(=O)NNC(=O)c1ccoc1C	4	102	-0.2	106	102	100	88	106

Shown in markdown: two of the compounds above.
| Compound | AHR act | AGP1-GFP MLPCN | Efflux pump inh | CIT2 TOR yeast | RPL19A TOR yeast | LAP4 TOR yeast | CR mimetic SO | MEP2 TOR yeast |
| --- | --- | --- | --- | --- | --- | --- | --- | --- |
| CCCn1cc(CN2CCc3ccc(NC(=O)C4CCCO4)cc3C2)c(C)n1 (configuration not stated) | 5 | 100 | 0.0 | 95 | 96 | 99 | 118 | 100 |
| CCCCNC(=O)NNC(=O)c1ccoc1C | 4 | 102 | -0.2 | 106 | 102 | 100 | 88 | 106 |

Assay outcomes deposited in PubChem by several laboratories.
